HepG2 tox: counter-screen for TGF-b inhibitors: cytotoxicity in HepG2 cells; 410,000 tested, 0.76% active; AID 588856; HepG2 CAGA-GFP viability, ATP luminescence, 18 h; Potency, µM (titrated, usually from 46.1 µM), for inactives: at the highest dose activity change, negative = cytotoxicity, usual class: cytotoxic; active = well fitted cell-killing curve with a large enough effect; inactive = no such curve, though single readings can be large or run the other way; note: some results filed as inactive show a strong effect at the top dose
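HepG2 CAGA-GFP cells (1000/well, DMEM with 1% FBS) received compound, then TGF-beta at 500 pg/mL final, and were incubated 18 hours at 37 degrees C. Viability was read by CellTiter-Glo luminescence. Media-only wells were set as complete cell-killing and DMSO as no toxicity.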
The depositor's hits bear a star. Potency is the fitted concentration of half-maximal effect.

Start of the listing, in advance, two compounds:
> O=C(NCc1cccnc1)c1nn(-c2ccccc2F)nc1CO
  HepG2 tox = -17%
> CCc1cccc(CC)c1N(COC)C(=O)Cn1c(CC)nc2ccccc21
  HepG2 tox = -32%

The listing (from the top)
> O=C(NCc1cccnc1)c1nn(-c2ccccc2F)nc1CO
  HepG2 tox = -17%
> CCc1cccc(CC)c1N(COC)C(=O)Cn1c(CC)nc2ccccc21
  HepG2 tox = -32%
> COc1ccc2nc(N(Cc3cccnc3)C(=O)C3CCCCC3)sc2c1
  HepG2 tox = -12%
> CCc1ccc(NC(=O)CCc2c(C)n(C)c3cc(-c4ccccc4C)nn3c2=O)cc1
  HepG2 tox = -8%
> Cc1ccc(C)c(CN2C(=O)c3ccccc3Sc3ccc(C(=O)NCc4cccs4)cc32)c1
  HepG2 tox = -7%
> CN(Cc1ccccc1)S(=O)(=O)c1nnc(NC(=O)c2cccc(Cl)c2)s1
  HepG2 tox = -30%
> CCc1ccccc1NC(=O)c1ccc(F)c(S(=O)(=O)NC2CCCCCC2)c1
  HepG2 tox = -1%
> CCc1cc2c(cc3c(=O)n(CC(=O)N4CCN(c5cccc(C)c5C)CC4)nc(CC)n32)s1
  HepG2 tox = -11%
> O=C(c1ccc2c(c1)N(Cc1ccc(F)cc1)C(=O)c1ccccc1S2(=O)=O)N1CCCCC1
  HepG2 tox = -1%
> CCOc1ccccc1NC(=O)N1CCc2cc(S(=O)(=O)N3CCC(C)CC3)ccc21
  HepG2 tox = -22%
> CC1=C(C(=O)Nc2ccccc2)C(c2cc(Br)ccc2F)n2ncc(C(=O)Nc3ccccc3)c2N1 (stereo not given)
  HepG2 tox = -4%
> COc1cccc(CNC(=O)c2ccc3c(c2)sc2nc(-c4ccccc4)cn23)c1OC
  HepG2 tox = -27%
> CC(=O)Nc1ccc(Nc2nc3ccc(C)cc3n3nnnc23)cc1
  HepG2 tox = -33%
> CCCNc1ncnc2c1c(-c1ccccc1)cn2-c1ccc(OCC)cc1
  HepG2 tox = -25%
> CCC(=O)N1CCc2cc(CNS(=O)(=O)c3cccs3)ccc21
  HepG2 tox = -11%

Some values from above:
HepG2 tox with `CN(Cc1ccccc1)S(=O)(=O)c1nnc(NC(=O)c2cccc(Cl)c2)s1` is entered as -30%
HepG2 tox with `COc1cccc(CNC(=O)c2ccc3c(c2)sc2nc(-c4ccccc4)cn23)c1OC` is entered as -27%
HepG2 tox with `COc1ccc2nc(N(Cc3cccnc3)C(=O)C3CCCCC3)sc2c1` is entered as -12%
HepG2 tox with `O=C(NCc1cccnc1)c1nn(-c2ccccc2F)nc1CO` is entered as -17%

Next entries
> Cc1cccc(N2CCN(C(=O)Cn3c(=O)c4cccn4c4ccc(F)cc43)CC2C)c1 (stereo not given)
  HepG2 tox = -29%
> COc1ccc(NC(=O)CSc2nnc(NC(=O)Nc3ccccc3)s2)cc1OC
  HepG2 tox = 6%
> COc1cccc2sc(N(Cc3cccnc3)C(=O)c3ccc(S(=O)(=O)N(C)C)cc3)nc12
  HepG2 tox = 1%
> O=C(CSc1nc(=O)[nH]c2c1CCCC2)NCc1ccc(Cl)cc1
  HepG2 tox = -16%
> CC(C)(C)C(=O)Nc1ccc(-c2nc3ccc(NC(=O)C(C)(C)C)cc3[nH]2)cc1
  HepG2 tox = -29%
> COC(=O)Cn1nc(C)c2c(C)n(-c3ccccc3)nc2c1=O
  HepG2 tox = 0%
> Cc1cc2nc(N(Cc3cccnc3)C(=O)c3ccc(Cl)s3)sc2cc1C
  HepG2 tox = -5%
> CCCCC1CCC(C(=O)N2CC(=O)Nc3ccc(Cl)cc3C2c2ccc(F)cc2)CC1 (stereo not given)
  HepG2 tox = -34%
> CC(C)c1ccc(NC(=O)Cn2nnc(C(=O)NCc3ccc(Cl)cc3)c2N)cc1
  HepG2 tox = 6%
> COc1ccc(OC)c(CCNC(=O)CCc2cn(Cc3cc(C)ccc3C)c3ccccc23)c1
  HepG2 tox = -19%
> Cc1nc2c(C(=O)NCCc3ccc(Cl)cc3)cnn2c(C)c1Cc1ccc(F)cc1
  HepG2 tox = -95%
> O=C(c1cccc(Cl)c1)N1c2nc(-c3ccco3)nn2C2(CCCCC2)[C@@H]2CCCC[C@@H]21
  HepG2 tox = -2%
> COc1ccc(-c2noc(CSCC(=O)Nc3ccc(C)cc3Br)n2)cc1OC
  HepG2 tox = -33%
> N#Cc1ccc(S(=O)(=O)N2CCC(Oc3cccc(C(F)(F)F)c3)CC2)cc1
  HepG2 tox = 5%
> CC(C)CS(=O)(=O)c1oc(-c2ccc(F)cc2)nc1S(=O)(=O)c1ccccc1
  HepG2 tox = 7.1µM*

> Clc1ccc(N2CCN(c3ncnc4c3nc3n4CCCC3)CC2)cc1
  HepG2 tox = -15%
> COc1ccc(C2C=C3CN(C(=O)OC(C)(C)C)S(=O)(=O)C3CC2OC(=O)c2cccc(C)c2)cc1 (stereo not given)
  HepG2 tox = 15%
> COc1cc(NC(=O)c2nnn(CC(=O)Nc3cc(C)ccc3C)c2N)cc(OC)c1
  HepG2 tox = -22%
> Cc1cccc(N(C)S(=O)(=O)c2nnc(NC(=O)C(C)Oc3ccccc3)s2)c1 (stereo not given)
  HepG2 tox = -29%
> COc1cccc(C2C(C(=O)Nc3ccccc3)=C(C)Nc3nnnn32)c1OC (stereo not given)
  HepG2 tox = -2%
> Cc1ccc(C)c(-c2csc(-c3c(N)c(C(=O)c4ccc5c(c4)OCO5)n4ccccc34)n2)c1
  HepG2 tox = -43%
> COC(=O)c1cc(S(=O)(=O)N2CCN(c3ccc(OC)cc3)CC2)c[nH]1
  HepG2 tox = -23%
> CC1=C(c2ccc(Cl)cc2)S(=O)(=O)N=C1N1CCN(c2cccc(C)c2)C(C)C1 (stereo not given)
  HepG2 tox = -14%
> COc1ccc(OC)c(CNC(=O)c2ccc(Sc3ccc(C)cc3)c(N)c2)c1
  HepG2 tox = -22%
> COc1ccc(C2=C(C(C)=O)Sc3nnc(-c4ccccc4)n3N2C(C)=O)cc1
  HepG2 tox = -20%
> CCOc1ccc(NC(=O)N2CCN3CCCCC3C2)cc1 (stereo not given)
  HepG2 tox = 3%
> COc1cccc(N2CC(NC(=O)c3cc(Cl)ccc3OC)CC2=O)c1 (stereo not given)
  HepG2 tox = -16%
> COc1ccc(NC(=O)CSc2cn(CC(=O)N3CCCCC3)c3ccccc23)c(OC)c1
  HepG2 tox = -4%
> Cc1ccc(NC(=O)C2CCCN(c3nnc(-n4c(C)ccc4C)s3)C2)cc1Cl (stereo not given)
  HepG2 tox = -14%
> Cc1csc2nc(COC(=O)c3ccc(NC(=O)C(C)Oc4ccccc4)cc3)cc(=O)n12 (stereo not given)
  HepG2 tox = -3%

A run of entries from the list above, as a working copy:
> COc1ccc(OC)c(CNC(=O)c2ccc(Sc3ccc(C)cc3)c(N)c2)c1
  HepG2 tox = -22%
> COc1ccc(C2=C(C(C)=O)Sc3nnc(-c4ccccc4)n3N2C(C)=O)cc1
  HepG2 tox = -20%
> CCOc1ccc(NC(=O)N2CCN3CCCCC3C2)cc1 (stereo not given)
  HepG2 tox = 3%
> COc1cccc(N2CC(NC(=O)c3cc(Cl)ccc3OC)CC2=O)c1 (stereo not given)
  HepG2 tox = -16%
> COc1ccc(NC(=O)CSc2cn(CC(=O)N3CCCCC3)c3ccccc23)c(OC)c1
  HepG2 tox = -4%
> Cc1ccc(NC(=O)C2CCCN(c3nnc(-n4c(C)ccc4C)s3)C2)cc1Cl (stereo not given)
  HepG2 tox = -14%
> Cc1csc2nc(COC(=O)c3ccc(NC(=O)C(C)Oc4ccccc4)cc3)cc(=O)n12 (stereo not given)
  HepG2 tox = -3%

Going on with the list.
> Cc1c(Cl)cccc1NC(=O)c1ccc2nc(C(C)C)oc2c1
  HepG2 tox = -17%
> CCCCCn1c(=O)c2c(nc3n2CCN3c2ccc(Br)cc2)n(C)c1=O
  HepG2 tox = 0%
> CSc1ccccc1NC(=O)CCS(=O)(=O)c1nc(-c2ccc3c(c2)OCO3)cc(C(F)(F)F)n1
  HepG2 tox = -83%
> Cc1ccc(Nc2c(-c3ccc(Cl)cc3)nc3sccn23)c(C)c1
  HepG2 tox = -18%
> Cc1cccc(NC(=O)c2c(NC(=O)c3ccccc3)sc3c2CCCC3)c1
  HepG2 tox = 4%
> CC(C)(C)NC(=O)c1cnn2c(C(F)F)cc(-c3ccccc3)nc12
  HepG2 tox = 0%
> Cc1ccc(NC(=O)C(Cc2ccccc2)N2Cc3ccccc3C2=O)cc1Cl (stereo not given)
  HepG2 tox = -2%
> Cc1ccc(C)c(CN2C(=O)c3ccccc3S(=O)(=O)c3ccc(C(=O)N4CCCCCC4)cc32)c1
  HepG2 tox = -9%
> Cc1cccc(CN2CC34C=CC(CC3S2(=O)=O)O4)c1 (stereo not given)
  HepG2 tox = 3%
> CCN(CC)S(=O)(=O)c1nnc(NC(=O)COc2ccccc2F)s1
  HepG2 tox = -11%
> CCCNC(=O)c1ccc(-n2c(-c3ccccc3)cc3c2CCC(C)C3)cc1 (stereo not given)
  HepG2 tox = -18%
> CNC(=O)[C@]1(C(F)(F)F)C[C@H](CCc2ccccc2)CCCO1
  HepG2 tox = -7%
> Cc1cccc(NC(=O)C2CCN(S(=O)(=O)c3c(C)noc3/C=C/c3ccco3)CC2)c1
  HepG2 tox = -53%
> Cc1c(C(=O)NCc2ccc(F)cc2)sc2nc(-c3ccccc3)cn12
  HepG2 tox = -2%
> COc1ccccc1N1CCN(c2cc(C)nc3nncn23)CC1
  HepG2 tox = -4%

Continued:
molecule	HepG2 tox
CCc1cccc(C)c1Nc1c(-c2ccccc2)nc2sccn12	-34%
CCOC(=O)C1CCN(C(=O)C2CCN(c3nnc(C)c4c(C)n(-c5ccccc5)nc34)CC2)CC1	-21%
O=C(NCCc1ccc(Cl)cc1)c1ccc(Cn2c(=O)[nH]c3ccccc3c2=O)cc1	2%
CCOc1ccc(C2=C(C(C)=O)Sc3nnc(C)n3N2C(C)=O)cc1	-58%
COc1ccc(N(C)C(=O)c2nc(-c3cccc(F)c3)n3c2CCCCC3)c(OC)c1	-14%
O=C(CCSCc1ccccc1Cl)N1CCN(c2ccc(F)cc2)CC1	-35%
CCOc1c(Br)cc(C2CC(=O)Nc3cc4c(cc32)OCO4)cc1OC (stereo not given)	-19%
CC(C)NC(=O)Cn1c(=O)nc(-c2ccccc2F)c2cc(Cl)ccc21	3%
Cc1c(-c2ccc(Cl)cc2)c(=O)oc2c(CN3CCOCC3)c(O)ccc12	-21%
CC(C)COc1ccc(C(=O)NCC2(N3CCN(C)CC3)CCCCC2)cc1	-93%
Cc1c(C(=O)Nc2ccccc2Br)oc2ccc(S(=O)(=O)N3CCOCC3)cc12	-23%
Cc1c(C(=O)NCc2cccc(Br)c2)oc2ccc3c(c12)C(=O)CC(C)(C)O3	-7%
CCCN1CCC(=O)N(CCSc2ccc(Br)cc2)CC1	-29%
CCOC(=O)N1CCc2c(sc(NCc3sccc3C)c2C(=O)Nc2cc(OC)ccc2OC)C1	-36%
Cc1c(C(=O)N(C)C)sc2c1c(=O)n(-c1ccc(Cl)c(Cl)c1)c(=O)n2CC(=O)C(C)(C)C	0%
Cc1oc(-c2ccc(Cl)cc2)nc1CN1CCC(C(=O)NCCCN2CCN(c3cccc(Cl)c3)CC2)CC1	-23%
O=S(=O)(NCCc1csc2nc(-c3ccc(Cl)cc3)nn12)c1cccs1	-23%
CC1=C(C(=O)Nc2cc(Cl)ccc2C)C2(CCCCC2)OC1=O	-21%
O=C(Cc1ccc(-c2ccccc2)cc1)NCCS(=O)(=O)N1CCN(c2ccccc2)CC1	-6%
COc1ccc2c(c1)CCc1c(C(=O)Nc3c(C)nn(Cc4ccc(Cl)c(Cl)c4)c3C)noc1-2	-1%
COc1ccc(S(=O)(=O)N2CCN(c3ccccc3)CC2)cc1-c1noc(C)n1	4%
CCN(CC)c1ccc(NC(=O)c2sc3nc(-c4ccccc4)cn3c2C)cc1	-15%
CCOc1ccc(CCNC(=O)c2ccc3c(c2)N(Cc2cccc(Cl)c2)C(=O)c2ccccc2S3(=O)=O)cc1OCC	-29%
CCc1ccc(NC(=O)CCCc2nnc3n(CC(C)C)c(=O)c4sccc4n23)cc1	-14%
O=C(Nc1ccc(Br)cc1F)c1cc(S(=O)(=O)NCc2ccc(F)cc2)ccc1F	-32%
Cc1ccc(NC(=O)CN2C(=O)c3cccnc3Sc3ccccc32)c(Br)c1	-10%
Cn1c(=O)[nH]c(=O)c2c1nc(CN1CCN(c3ccccc3)CC1)n2Cc1c(F)cccc1Cl	-9%
Cc1ccc(S(=O)(=O)N2CCC(C(=O)Nc3ccc(C)c(Cl)c3)CC2)cc1	-18%
CCc1nn2c(=O)cc(COC(=O)c3ccccc3NC(=O)COc3ccc(F)cc3)nc2s1	4%
Cc1nnc(SCC(=O)NCc2ccccc2F)c2nn(-c3ccc(Cl)cc3)c(C)c12	6%
COC(=O)c1cc2sc(C)cc2n1Cc1cccc(OC)c1	-9%
CCN1C(=O)c2ccccc2S(=O)(=O)c2ccc(C(=O)NCc3ccc(OC)cc3)cc21	-30%
CC(C)COC(=O)N1C(COCc2ccccc2)CCC=CS1(=O)=O (stereo not given)	-97%
CCOc1ccc(Sc2cc(C(=O)NCc3ccccc3Cl)c3ccccc3n2)cc1	-23%
Cc1ccc(C2c3[nH]c4ccccc4c3CCN2C(=O)c2cccc(C)c2)cc1 (stereo not given)	-17%
CCC(C)S(=O)(=O)c1oc(-c2ccc(F)cc2)nc1S(=O)(=O)c1ccc(F)cc1 (stereo not given)	3.5µM*

An excerpt; rates above refer to the full screens.
